# PAX8 inh HTS: inhibitors of PAX8-driven TPO luciferase reporter, primary screen, RMG-I cells, single concentration | 360,000 tested, 1.2% active | SteadyGlo, 24 h | inhibition, % at 12.6 µM;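 active = mean replicate inhibition at least 60% with every replicate also reaching 60%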;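 also: luciferase light reporting Pax8 driven TPO promoter activity; plate controls were median of neutral control wells for no effect and mitoxantrone controls for full effect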
# Casp6 inh: human caspase-6 inhibitors, primary screen, biochemical, VEID-R110 fluorescence, single point, set 2 | inhibition, % at 12.5 µM | AID 686996, 2013 | purified caspase-6, Z-VEID-R110 cleavage fluorescence | 350,000 tested, 0.53% active;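 active = mean inhibition across replicates at least about 35%, with every replicate also reaching that limit, limit read from the data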;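 also: 0% = median of neutral control wells and 100% = no fluorescence left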
# Target sequence (P55212 24-179 limits assumed): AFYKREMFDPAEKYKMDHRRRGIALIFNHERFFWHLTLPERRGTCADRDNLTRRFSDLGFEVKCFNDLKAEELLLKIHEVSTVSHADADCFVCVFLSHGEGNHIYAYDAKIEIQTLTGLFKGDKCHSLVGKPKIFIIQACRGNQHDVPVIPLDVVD
# Target sequence (P55212 194-293 limits assumed): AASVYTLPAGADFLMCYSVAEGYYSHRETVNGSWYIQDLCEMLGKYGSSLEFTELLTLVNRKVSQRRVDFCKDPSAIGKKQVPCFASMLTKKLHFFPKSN
# LGR2 inh: inhibitors of bursicon-induced LGR2 CRE-luciferase signal, primary screen, cell-based, HEK293, CRE-luciferase reporter, bursicon stimulation; bursicon-stimulated, 4 h; 380,000 tested, 0.35% active; inhibition, % at 9.99 µM;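 active = drop in luminescence signal, shown as inhibition above about 50% in the replicate tests, limit read from the data, passing the limit was not always enough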;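 also: agonist challenge used bursicon conditioned medium at about half maximal strength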
# FN deposit inh: inhibitors of fibronectin matrix deposition, primary screen, AH1F cells, Alexa488-fibronectin fluorescence, plate reader. AH1F fibroblasts, overnight. inhibition, % at 12.6 µM. 350,000 tested, 0.086% active. AID 743247, 2014;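 active = mean inhibition across replicates of 30% or more, regardless of how many single replicates reach that level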;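 also: positive control wells lacked labelled fibronectin entirely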
#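 Schedule: 1 h cell adhesion before compound, then overnight fibronectin incubation; test system: AH1F fibroblast monolayer depositing Alexa488-labelled fibronectin into matrix; quantity: 10000 AH1F cells per well; probe or stimulus: fluorescent fibronectin at 24 nM final; signal: fluorescence, ex 485 nm, em 525 nm; evaluation: percent inhibition as loss of matrix-bound fibronectin fluorescence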
# Cneo AK release: Cryptococcus neoformans cell lysis inducers, primary screen, AK release luminescence, single concentration | C. neoformans lysis, adenylate kinase release luminescence, 4 h; normalised: neutral wells 0, clomiphene wells 100 | 360,000 tested, 0.2% active | AID 651654, 2012 | lysis activity, % at 15 µM;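 active = mean lysis activity across replicates of at least 80%, whatever share of replicates individually reach that level; inactive = mean lysis activity below 80%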
#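 Assay system: C. neoformans cells. Amount: yeast cell density of 5 × 10^6 cells/mL. Technique: AK luminescence. Buffer or medium: YPD. Times: static 4 h at 37 °C with compound, 1 h detection. Dosing: single-point compound dose. Read-out: lysis from increased AK signal.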
# EWS-Fli inh: EWS/Fli-driven NR0B1 reporter inhibitors, primary screen, A673 cells, NR0B1 luciferase, luminescence, MLPCN library | viability-normalised | inhibition, % at 12.6 µM | 350,000 tested, 0.67% active;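 active = mean inhibition of at least 50% after viability correction, with every replicate also passing that limit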;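 also: firefly luciferase signal divided by Alamar Blue viability fluorescence both relative to DMSO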
# PGC1a acetyl inh: inhibitors of PGC1a acetylation signal, primary screen, cell-based, U2OS, AlphaScreen, inhibitor mode; AlphaScreen anti-acetyl-lysine; with virally co-expressed GCN5 acetyltransferase; inhibition, % at 15.6 µM; 350,000 tested, 0.17% active;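 active = every replicate shows inhibition of at least 40%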;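 also: 0% = neutral control wells and 100% = positive control wells; some results beyond the cut were filed as inactive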
# miR-122 sensor: miR-122 Renilla sensor signal increase in Huh7, primary screen, miR-122 inhibitor project, cell-based, single point, plate reader; Huh7 miR-122 Renilla luciferase sensor, 48 h; neutral wells = 0, positive control = 100; activation (reporter increase), % at 12.5 µM; 340,000 tested, 0.3% active;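 active = mean replicate activation score at least 90 and every replicate individually at or above 90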;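 also: higher luciferase means less miR-122 activity so hits act as miR-122 inhibitors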
# Starred values were filed as active, the others as inactive; nt = not tested or not shown; [ ] = remark or other dose.
smiles	PAX8 inh HTS	Cneo AK release	miR-122 sensor	EWS-Fli inh	FN deposit inh	LGR2 inh	Casp6 inh	PGC1a acetyl inh
CC(C)c1ccc(C2(C)NC(=O)N(CC(=O)N3CCN(C(=O)c4cccs4)CC3)C2=O)cc1 (configuration not stated)	9	0	nt	7	-11	0	2	nt
COc1cccc(NC(=O)N(C)C[C@@H]2Oc3ncc(C#Cc4ccncc4)cc3C(=O)N([C@@H](C)CO)C[C@@H]2C)c1	11	-6	-24[16.7 µM]	-3	nt	-1	5	-12
O=C(COc1ccc(Br)cc1)NNC(=S)NCc1ccccc1	-5	-1	0	-2	8	5	7	-9
CSCC[C@H](NC(=O)C1CCN(C(=O)[C@H](Cc2ccccc2)NS(=O)(=O)c2ccc(C)cc2)CC1)C(=O)O	-17	0	-8	-10	nt	-1	-2	0
COc1ccc(NC(=O)N(C)C[C@H]2OCCCC[C@@H](C)Oc3ccc(NC(=O)Nc4ccc(F)cc4)cc3C(=O)N([C@@H](C)CO)C[C@H]2C)cc1	-6	2	14[16.7 µM]	-9	nt	5	1	-10
C[C@@H]1CN([C@@H](C)CO)C(=O)c2cc(NS(C)(=O)=O)ccc2O[C@@H](C)CCCCO[C@@H]1CN(C)S(=O)(=O)c1ccccc1	-4	1	8[16.7 µM]	4	nt	38	-1	9
C[C@H]1CN([C@@H](C)CO)C(=O)Cc2cc(NS(C)(=O)=O)ccc2O[C@@H]1CN(C)C(=O)Nc1ccc(F)cc1	-4	-4	-1[16.7 µM]	6	-17	-1	-1	1
CCCNC(=O)N1[C@H](CO)[C@H](c2ccc(C#CCN(C)C)cc2)[C@@H]1C#N	-4	4	nt	-8	-5	15	-2	4
Cc1ccc(N2C(=O)CC(NNC(=O)Cc3ccc(F)cc3)C2=O)cc1Cl (configuration not stated)	-14	-2	-2	0	8	-4	1	5
C[C@@H](NC(=O)C[C@@H]1C[C@@H]2c3cc(NC(=O)c4ccc5c(c4)OCO5)ccc3O[C@@H]2[C@H](CO)O1)c1ccccc1	-2	-18	-1[16.7 µM]	-8	nt	6	0	1
Cc1ccc(S(=O)(=O)N(C)C[C@@H]2Oc3ccc(NC(=O)CCN4CCOCC4)cc3CC(=O)N([C@@H](C)CO)C[C@@H]2C)cc1	-5	2	-2[16.7 µM]	3	nt	-7	1	-3
C[C@@H]1CN([C@H](C)CO)C(=O)Cc2cc(NC(=O)Nc3ccc4c(c3)OCO4)ccc2O[C@H]1CN(C)Cc1ccc(C(F)(F)F)cc1	14	-3	1[16.7 µM]	10	nt	-4	-4	-7
CN(C)c1ccc(NC(=O)Nc2nnc([C@H]3C[C@H](O)[C@@H](CO)O3)s2)cc1	-11	-1	-2	-30	-4	-8	-1	-6
CC(C)OCCCNC(=O)c1ccc(CS(=O)(=O)c2cccc(C(F)(F)F)c2)o1	4	-1	6	3	3	-12	2	7
CCOc1ccccc1N(CC(=O)Nc1ccccc1Br)S(=O)(=O)c1ccccc1	16	2	12	6	-3	12	-3	-13
CN(C)CC(=O)Nc1ccc2c(c1)[C@@H]1C[C@@H](CC(=O)NCc3ccc(Cl)cc3)O[C@H](CO)[C@@H]1O2	nt	-14	-1[16.7 µM]	-2	1	-16	-2	-21
CN(C(=O)OC(C)(C)C)c1ccc(-c2nc3ccccc3s2)cc1	92*	-9	nt	88*	-2	99*	-1	nt
O=C(c1ccncc1)N1CC2(C1)[C@@H](c1ccccc1)[C@@H](CO)N2CC1CC1	-8	nt	nt	4	0	3	1	-3
CCC(=O)NC(Nc1sc2c(c1C(=O)OC)CCC2)C(Cl)(Cl)Cl (configuration not stated)	35	20	0	1	6	7	0	-4
CN(C)c1c(-c2ccccc2)cc(-c2ccccc2)[nH]c1=O	5	0	4	-18	4	4	3	nt
Cc1cc(Nc2ccccc2C(=O)O)n(-c2ccc([N+](=O)[O-])cc2)n1	6	nt	nt	2	-3	-8	2	10
COc1cccc(CN2CC(C(=O)NCCOc3ccccc3F)CCC2=O)c1 (configuration not stated)	-33	7	4	-10	3	5	5	-8
COc1ccccc1-c1nc(COc2ccc(Cl)cc2Cl)no1	-183	nt	nt	-120	-4	-58	-4	nt
COc1ccc(/C=N/NC(=O)C(C)Sc2ccccn2)cc1[N+](=O)[O-] (configuration not stated)	7	nt	-11	2	nt	3	-3	10
Cc1cccc(CSc2nc3c(c(=O)n2C)SCC3)c1	19	-3	-6	21	-6	3	-2	5
Fc1ccc(CN2C3=NCCCN3c3ccccc32)cc1	9	nt	nt	3	-3	3	0	nt
CCc1nc2c(OCC3COc4ccccc4O3)cccn2c1N(C)C(=O)c1cccs1 (configuration not stated)	21	0	1	-2	13	17	2	nt
COc1ccc(-n2nnnc2SCC(=O)c2cccc(OC)c2)cc1	nt	0	2	1	nt	-4	-1	6
C[C@H]1CN([C@@H](C)CO)S(=O)(=O)c2ccc(C#CC3CC3)cc2O[C@H]1CN(C)C(=O)c1cccc(F)c1	-4	-1	-2[16.7 µM]	-2	nt	4	0	1
Cc1c(NC(=O)c2ccc(-c3ccccc3)cc2)cccc1C(=O)O	-2	-5	-5	31	-10	56*	1	-9
CCOC(=O)c1cnc2c(cnn2C)c1NCCCn1ccnc1	19	-1	-4	4	-4	-9	1	21
CCOc1cc(NC(=O)C2CC2)c(OCC)cc1NC(=O)CCn1nnc2ccccc21	2	nt	-3	-3	4	-4	-2	5
O=C(NCCc1csc(-c2cccnc2)n1)c1ccccc1	-31	2	0	-15	4	10	-1	1
Cc1cccc(N2CCN(C(=O)Cc3ccc(-n4c(=O)[nH]c5ccsc5c4=O)cc3)CC2C)c1 (configuration not stated)	25	1	45	15	8	4	5	nt
Cc1csc2ncnc(N3CCN(C(=S)Nc4ccc(F)cc4F)CC3)c12	-4	1	3	9	4	42	-2	-7
O=C(COC(=O)C1CCN(C(=O)c2ccc(Cl)cc2)CC1)c1ccco1	2	-1	nt	nt	-1	nt	nt	13
CNC[C@@H]1Oc2ccc(NC(=O)Nc3c(C)noc3C)cc2CC(=O)N([C@@H](C)CO)C[C@@H]1C	-30	-5	1[16.7 µM]	1	-3	25	-2	2
C[C@@H]1CN([C@H](C)CO)C(=O)c2cc(C#C[C@@H](C)O)cnc2O[C@@H]1CN(C)C(=O)Nc1ccc(F)cc1	nt	-5	-2[16.7 µM]	2	0	-29	-1	-7
CCOC(=O)N1CCN(S(=O)(=O)c2cc(OCC(N)=O)c(C)cc2Cl)CC1	3	0	-3	nt	2	nt	nt	-31
Cn1ccc(C(=O)Nc2sc3c(c2C#N)CCC3)n1	-34	-1	-2	-20	-9	5	20	-2
Cc1ccc(NS(=O)(=O)c2ccc3c(c2)n(C)c(=O)n3C)c(C)c1	8	4	12	6	8	-17	3	nt
COCc1cc(C)n(CC(=O)Nc2ccc3c(c2)OCO3)c(=O)c1C#N	-1	1	5	-1	4	6	0	-13
COc1ccccc1-c1cnc2c(c1)C(=O)N([C@@H](C)CO)C[C@@H](C)[C@H](CN(C)C(C)=O)O2	nt	-6	-3[16.7 µM]	-3	nt	7	-3	nt
CN1C(=O)c2cc(NC(=O)C3CC3)ccc2OC[C@H]2O[C@@H](CC(=O)NCC3CCCCC3)CC[C@H]21	5	0	-1[16.7 µM]	2	-1	14	2	-3
O=C(Cc1ccccc1)NNC1CC(=O)N(c2ccc(Oc3ccccc3)cc2)C1=O (configuration not stated)	7	nt	nt	2	-16	4	-1	nt
Cc1ccc(NC(=S)N2CCCC(c3ccccc3)=N2)cc1	-3	nt	nt	8	8	nt	0	-14
CCCCn1c(N)c(N(CCOC)C(=O)C2CCN(S(=O)(=O)c3ccc(F)cc3)CC2)c(=O)[nH]c1=O	-13	0	-1	-13	9	-10	3	5
Oc1cc(CNC2CCCCC2)c(O)cc1CNC1CCCCC1	-5	1	-2	-8	5	nt	8	-2
C[C@@H]1CN([C@H](C)CO)C(=O)c2cc(NC(=O)CCC(F)(F)F)ccc2O[C@@H](C)CCCCO[C@@H]1CN(C)Cc1ccc2c(c1)OCO2	13	-1	-6[16.7 µM]	6	nt	24	-2	4
NC(N)=NN=Cc1ccnc2ccccc12	-17	nt	nt	-3	2	5	-18	nt

# LGR2 inh: hit marks shown above.
SMILES,miR-122 sensor,LGR2 inh,Casp6 inh,PGC1a acetyl inh
CN(C(=O)OC(C)(C)C)c1ccc(-c2nc3ccccc3s2)cc1,nt,99*,-1,nt
Cc1c(NC(=O)c2ccc(-c3ccccc3)cc2)cccc1C(=O)O,-5,56*,1,-9

# Continued.
smiles	PAX8 inh HTS	Cneo AK release	miR-122 sensor	EWS-Fli inh	FN deposit inh	LGR2 inh	Casp6 inh	PGC1a acetyl inh
CCN1CCCC1CNC(=O)c1ccc(Sc2ccc(F)cc2)c([N+](=O)[O-])c1 (configuration not stated)	24	nt	nt	5	nt	1	-2	nt
COc1ccc(CC(=O)Nc2sccc2C#N)cc1S(=O)(=O)N1CCOCC1	6	-3	3	6	-2	-11	16	-6
c1csc(CNc2nc(-c3cccs3)nc3ccccc23)c1	21	nt	nt	3	10	-7	0	-11
Cc1ccc(S(=O)(=O)c2nc(-c3ccc(F)cc3)oc2SCC(=O)NCC2CCCO2)cc1 (configuration not stated)	nt	-2	-10	nt	-3	nt	nt	-2

# Some of the entries above in another layout.
compound: CCN1CCCC1CNC(=O)c1ccc(Sc2ccc(F)cc2)c([N+](=O)[O-])c1 (configuration not stated)
  PAX8 inh HTS: 24; Cneo AK release: nt; miR-122 sensor: nt; EWS-Fli inh: 5; FN deposit inh: nt; LGR2 inh: 1; Casp6 inh: -2; PGC1a acetyl inh: nt

compound: COc1ccc(CC(=O)Nc2sccc2C#N)cc1S(=O)(=O)N1CCOCC1
  PAX8 inh HTS: 6; Cneo AK release: -3; miR-122 sensor: 3; EWS-Fli inh: 6; FN deposit inh: -2; LGR2 inh: -11; Casp6 inh: 16; PGC1a acetyl inh: -6

compound: c1csc(CNc2nc(-c3cccs3)nc3ccccc23)c1
  PAX8 inh HTS: 21; Cneo AK release: nt; miR-122 sensor: nt; EWS-Fli inh: 3; FN deposit inh: 10; LGR2 inh: -7; Casp6 inh: 0; PGC1a acetyl inh: -11

# Individual results from the entries so far.
# Cc1csc2ncnc(N3CCN(C(=S)Nc4ccc(F)cc4F)CC3)c12 in LGR2 inh has 42
# Cc1ccc(N2C(=O)CC(NNC(=O)Cc3ccc(F)cc3)C2=O)cc1Cl (configuration not stated) in PAX8 inh HTS has -14

# Screens (PubChem BioAssay)
